# Xi reactivation: activators of X-chromosome reactivation in mouse fibroblasts; AID 743238; actives 0.055% (n = 360,000); activation, % at 7.58 µM; XiGFP mouse fibroblasts, % GFP-positive cells imaging, 3 d; cells co-treated with 5-aza-dC sensitizer; scaled so ellipticine positive control = 100%;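 active means mean normalized replicate activation at least 10% and every replicate at or above 10%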;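 further: 0% = median of on-plate neutral control wells and 100% = ellipticine 6 µM median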
#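 Schedule: 3 d treatment, 15 min room-temperature fixation; system: 68-5-11 XiGFP fibroblast line; buffer or medium: DMEM plus 5-aza-dC sensitizer; control set: ellipticine 6 µM positive control; compound: one concentration, pinned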
# Cneo AK release: causes C. neoformans cell lysis; lysis activity, % at 15 µM; adenylate kinase release luminescence, 4 h; normalised: neutral wells 0, clomiphene wells 100; actives 0.2% (n = 360,000);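 active means mean lysis activity across replicates of at least 80%, whatever share of replicates individually reach that level; inactive means mean lysis activity below 80%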
#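 Schedule: static 4 h at 37 °C with compound, 1 h detection; system: C. neoformans cells; benchmarks: Clomiphene as positive control; buffer or medium: fresh YPD medium; measure: luminescence rise reflecting yeast cell lysis; measured by: luminescent adenylate kinase detection reagent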
# ERAP1 inh: ERAP1 (human) enzyme inhibition; recombinant ERAP1, Leu-AMC fluorescence, 60 min; inhibition, % at 10.7 µM; actives 0.15% (n = 340,000); AID 652197;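 active means mean replicate inhibition of at least 30%, or all replicates individually reaching that 30% level; inactive means mean below 30% and not every replicate reaching it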;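 further: 0% = neutral control wells and 100% = L-leucinethiol positive control wells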
# SIRT5 inh: blocks human SIRT5 desuccinylation of peptide. Q9NXA8. Purified SirT5, succinyl-peptide AMC, trypsin-coupled fluorescence. inhibition, % at 15 µM. actives 1.1% (n = 330,000). AID 652115; in the data active means inhibition above about 15%
# Target sequence (Q9NXA8 whole entry, looked up): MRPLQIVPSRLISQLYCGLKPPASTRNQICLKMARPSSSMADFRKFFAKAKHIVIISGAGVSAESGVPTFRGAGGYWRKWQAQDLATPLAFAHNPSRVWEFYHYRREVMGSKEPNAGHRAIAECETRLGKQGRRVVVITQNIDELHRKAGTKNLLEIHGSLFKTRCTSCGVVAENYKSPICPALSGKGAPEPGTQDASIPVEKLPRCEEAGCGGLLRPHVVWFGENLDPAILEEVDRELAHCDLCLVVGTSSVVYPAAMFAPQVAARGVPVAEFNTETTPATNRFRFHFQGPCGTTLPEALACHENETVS
# PGC1a acetyl inh: PGC1a acetylation modulation, inhibitor mode | AID 651687 | actives 0.17% (n = 350,000) | U2OS PGC1a acetylation, AlphaScreen anti-acetyl-lysine; with virally co-expressed GCN5 acetyltransferase | inhibition, % at 15.6 µM;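 active means every replicate shows inhibition of at least 40%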;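 further: 0% = neutral control wells and 100% = positive control wells; some results beyond the cut were filed as inactive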
# LGR2 inh: Drosophila LGR2 receptor signaling inhibition. HEK293 LGR2, CRE-luciferase, bursicon-stimulated, 4 h. inhibition, % at 9.99 µM. actives 0.35% (n = 380,000). AID 720647;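 active means drop in luminescence signal, shown as inhibition above about 50% in the replicate tests, limit read from the data, passing the limit was not always enough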;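 further: agonist challenge used bursicon conditioned medium at about half maximal strength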
# S100A4 MyoIIA: blocks human S100A4 binding to myosin IIA peptide | actives 0.14% (n = 360,000) | inhibition, % at 10.7 µM | P26447 | S100A4/TAMRA-MyoIIA peptide fluorescence polarization;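 active means mean inhibition of at least 70% across replicates, with every replicate also reaching that level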
# Target sequence (P26447 whole entry, looked up): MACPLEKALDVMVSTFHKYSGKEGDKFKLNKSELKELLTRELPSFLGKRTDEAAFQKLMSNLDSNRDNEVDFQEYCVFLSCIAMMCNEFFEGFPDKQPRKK
#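 Test system: S100A4 monomer protein; Medium: HEPES pH 7.2 with CaCl2, KCl, NaCl, DTT, Triton; Probe or stimulus: TAMRA-labelled myosin IIA heavy-chain peptide probe, 5 nM; Doses: one dose per compound; Times: polarization read 5 min after assay mix addition, stable 5–60 min; Benchmarks: neutral control DMSO, positive control TFP.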
# C2C12 statin: protects C2C12 myotubes from simvastatin toxicity; ATP luminescence, 48 h; scaled: DMSO 0, geranylgeraniol control 100; actives 0.78% (n = 330,000); rescue of ATP level, % at 7.49 µM;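 active means mean ATP rescue above about 67%, or every replicate alone reaching that limit, limit read from the data, passing the limit was not always enough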;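 further: myotubes were challenged with 10 µM simvastatin during compound exposure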
# Numbers without * were called inactive; x = not tested or not shown. Only part of the results is shown; count on the stated rates, not on these rows.
# Values in the order – Xi reactivation, Cneo AK release, ERAP1 inh, SIRT5 inh, PGC1a acetyl inh, LGR2 inh, S100A4 MyoIIA, C2C12 statin
> COc1ccccc1-c1ccc([C@H]2[C@H](CO)N3CCCCN(Cc4ccncc4)C[C@@H]23)cc1
→ 0.0, 10, x, x, -3, -9, x, -1
> COCCOC(=O)N1C(=O)[C@@]2(c3cc(C#CC4(O)CCCCCC4)ccc31)[C@H](c1ccc(OCCO)cc1)N1[C@H](c3ccccc3)[C@H](c3ccccc3)OC(=O)[C@H]1[C@@H]2C(=O)N1CCN(c2ncccn2)CC1
→ x, 37, -1, -1, x, x, 2, x
> Cc1noc(C)c1S(=O)(=O)Nc1ccc2c(c1)C(=O)N([C@@H](C)CO)C[C@@H](C)[C@@H](CN(C)Cc1ccccc1)OCCCC[C@H](C)O2
→ 0.3, 97*, 9, 6, 5, 1, -1, x
> COc1ccc(C2/C(=C(/O)c3ccccc3)C(=O)C(=O)N2c2ccccn2)cc1 (stereo not drawn)
→ 0.1, 0, 4, -3, 28, 14, -2, -1
> Cn1cnnc1SCC(=O)Nc1ccc2c(c1)CCC2
→ x, -1, -1, x, -4, 1, 17, 13
> CNC[C@H]1OCCCC[C@H](C)Oc2ccc(NC(=O)Nc3ccc(F)cc3)cc2C(=O)N([C@H](C)CO)C[C@@H]1C
→ 0.2, 2, 1, -2, 6, 6, -10, 18
> COc1cc(/C=C2/C(=O)NN(c3ccc(F)cc3)C2=O)cc([N+](=O)[O-])c1O
→ 0.0, -2, 11, 8, 4, 12, 21, 3
> CN(C)CCN1CCN(C2CN(Cc3cn(Cc4ccc(Cl)cc4)nn3)S(=O)(=O)C2)CC1 (stereo not drawn)
→ 0.0, x, x, 1, x, -18, -1, x
> CCOC(=O)c1cnc(SCC(=O)OCC(=O)NC2CCS(=O)(=O)C2)nc1N (stereo not drawn)
→ 0.4, x, 0, -3, -7, 1, 1, -3
> CCOc1ccc(CNS(=O)(=O)c2c(C)nc3scc(C)n3c2=O)cc1OC
→ 0.0, -1, -3, x, x, -3, -9, 3
> CC1(c2nnc(Cc3ccccc3)o2)CC(c2ccc(OC(F)(F)F)cc2)=NO1 (stereo not drawn)
→ 0.0, 0, 0, x, -2, -3, -16, 0
> CCCNC(=O)c1ccccc1NC(=O)COc1ccc(OC)cc1
→ x, 5, x, x, -4, 7, x, -28
> C[C@@H]1CN([C@H](C)CO)C(=O)c2cc(C#Cc3ccccc3)cnc2O[C@H]1CN(C)C(=O)CN(C)C
→ 0.1, 0, 1, 3, -10, -13, -6, -16
> O=C(O)c1cccc(S(=O)(=O)N2CCCC(c3nc4c(nnn4Cc4ccccc4Cl)c(=O)[nH]3)C2)c1 (stereo not drawn)
→ 0.0, 3, -1, 0, 9, 16, 2, 0
> O=C(Cc1cccs1)N(c1ccc(Cl)cc1)C1C=CS(=O)(=O)C1 (stereo not drawn)
→ x, 0, x, x, 4, 0, x, 6
> CC(C)C(=O)Nc1nnc(SCC(=O)Nc2ccc3c(c2)OCCO3)s1
→ 0.0, 1, 1, 0, -9, 7, 2, 3
> CCC(=O)N1C[C@@H](C)[C@@H](OC)CN(C)C(=O)c2cc(NC(=O)Nc3cccc(F)c3)ccc2OC[C@H]1C
→ 1.1, -1, -4, 1, -11, -4, -6, 0
> COc1ccc(Cn2cc(CN3CC(N4CCCC4)CS3(=O)=O)nn2)cc1 (stereo not drawn)
→ 0.0, x, x, 0, x, -5, 0, x
> Oc1c(Br)cc(/C=N/Nc2ccc(Cl)nn2)cc1Br
→ 0.2, 3, 1, 2, -1, 8, -8, 7
> CCS(=O)(=O)N1CCCCN2[C@H](C1)[C@H](c1ccc(-c3ccccc3)cc1)[C@@H]2CO
→ 0.0, -10, -1, 5, -3, 2, 4, 2
> Cc1ccc(C(=O)Nc2ccccc2[N+](=O)[O-])cc1S(=O)(=O)N1CCOCC1
→ 0.2, -11, -3, 2, x, -5, 2, 30
> COC(=O)c1cc(C#N)c(NCc2ccc(Cl)cc2Cl)nc1C
→ x, -3, x, x, -3, 5, x, 0
> Cc1ccc(-n2ncc(C(=O)NCC3CCN(C4CCCC4)C3)c2C2CCN(C(=O)OC(C)(C)C)CC2)cc1 (stereo not drawn)
→ 0.1, 0, -1, -1, -18, 19, 3, 11
> CCN(CC)S(=O)(=O)c1cc(OCC(N)=O)c(C)cc1Cl
→ -0.2, x, 0, 2, x, -2, 4, x
> CCOC(=O)c1c(NC(=O)C[n+]2ccccc2)sc2c1CCCC2
→ 0.3, x, 5, -3, x, 0, -1, x
> COc1ccc(C#Cc2ccc3c(c2)[C@H]2[C@H](CCN2Cc2nccs2)[C@@H](CO)N3)cc1
→ 0.2, x, 0, 2, x, -18, -11, x
> CCc1ccc(NCCC(=O)c2ccc(Br)cc2)cc1
→ x, x, 2, -3, 3, x, -6, x
> CC1(C)OC(=O)N(NCc2ccccc2)C1(C)O (stereo not drawn)
→ 0.1, 3, -3, -2, -10, -14, -4, 2
> C=CCNC(=S)Nc1ccc(Cl)cc1
→ 0.1, 3, 5, x, 9, 17, 1, -49
> CCN(CC)S(=O)(=O)c1cc(C(=O)O)ccc1OC
→ 0.3, 8, 5, 0, 2, 3, -1, 2
> COc1ccc(OC)c(NC(=O)C2CCCN(S(=O)(=O)c3c(C)nn(C)c3C)C2)c1 (stereo not drawn)
→ 0.4, 1, -2, x, -10, 0, 0, 1
> C[C@H](CO)N1C[C@H](C)[C@H](CN(C)C(=O)Nc2ccccc2)Oc2ncc(C#Cc3cccc(F)c3)cc2C1=O
→ -0.3, -1, 1, 5, -5, 4, 0, 20
> Cc1c(N2CCCC2)cc2c(c1NC(=O)c1ccccc1Cl)C(C)(C)CC2(C)C
→ 0.1, 0, 0, 0, x, 4, -4, 5
> CCCCCOC(=O)c1ccc(NC(=O)c2cccc(NC(=O)c3ccccc3C(=O)O)c2)cc1
→ -0.1, 7, 0, x, -3, 0, -9, -3
> CC(=O)Nc1ccc(S(=O)(=O)Nc2cccc(S(=O)(=O)N(C)c3ccccc3)c2)cc1
→ 0.3, 1, -4, -2, x, 2, -3, -75
> COc1cccc(CN=c2c([N+](=O)[O-])nn(-c3ccccc3C)n2O)c1
→ 0.1, x, 1, -1, x, 25, 4, x
> C[C@H]1CN([C@@H](C)CO)C(=O)c2cc(C3=CCCCC3)cnc2O[C@H]1CN(C)C(=O)c1cccnc1
→ -0.7, -3, 0, -3, 4, 8, 3, -8
> O=C(O)CS(=O)(=O)CC(=O)O
→ x, 0, x, x, -9, 19, x, 0
> C[C@H](c1ccccc1)N1C[C@H](COCc2ccccc2)Oc2cc(N3CCC[C@H]3C(N)=O)ccc2S1(=O)=O
→ 0.1, x, x, -3, x, -17, 0, x
> CCOC(=O)C1(C)CCCN(C(=O)c2cccc3ccccc23)C1 (stereo not drawn)
→ -0.1, -1, 0, -3, x, 0, -5, -4

# Results in S100A4 MyoIIA and PGC1a acetyl inh, for two of the compounds above:
Compound	S100A4 MyoIIA	PGC1a acetyl inh
C[C@H](CO)N1C[C@H](C)[C@H](CN(C)C(=O)Nc2ccccc2)Oc2ncc(C#Cc3cccc(F)c3)cc2C1=O	0	-5
Cc1c(N2CCCC2)cc2c(c1NC(=O)c1ccccc1Cl)C(C)(C)CC2(C)C	-4	x

# Back to the main list, starting five compounds before the break.
# Values in the order – Xi reactivation, Cneo AK release, ERAP1 inh, SIRT5 inh, PGC1a acetyl inh, LGR2 inh, S100A4 MyoIIA, C2C12 statin
> COc1cccc(CN=c2c([N+](=O)[O-])nn(-c3ccccc3C)n2O)c1
→ 0.1, x, 1, -1, x, 25, 4, x
> C[C@H]1CN([C@@H](C)CO)C(=O)c2cc(C3=CCCCC3)cnc2O[C@H]1CN(C)C(=O)c1cccnc1
→ -0.7, -3, 0, -3, 4, 8, 3, -8
> O=C(O)CS(=O)(=O)CC(=O)O
→ x, 0, x, x, -9, 19, x, 0
> C[C@H](c1ccccc1)N1C[C@H](COCc2ccccc2)Oc2cc(N3CCC[C@H]3C(N)=O)ccc2S1(=O)=O
→ 0.1, x, x, -3, x, -17, 0, x
> CCOC(=O)C1(C)CCCN(C(=O)c2cccc3ccccc23)C1 (stereo not drawn)
→ -0.1, -1, 0, -3, x, 0, -5, -4
> Cc1ccccc1-n1c(C)nnc1SCC(=O)NNC(=O)c1ccccc1
→ 0.2, x, 0, 0, x, 11, -7, x
> COc1ccc(C(=O)N2CCCCC2c2cc(C(=O)Nc3ccc(OC)cc3C)no2)cc1 (stereo not drawn)
→ 0.1, 0, 0, x, -20, 23, -19, 8
> Clc1cccc(/C=N/N2CCN(Cc3ccccc3)CC2)c1
→ 0.0, -8, -1, -1, 4, -21, 0, -2
> O=C1/C(=C\c2ccc(Br)cc2)SC(=S)N1NS(=O)(=O)c1ccccc1
→ 0.2, -1, 1, 0, x, -2, 1, 1
> COc1ccccc1CNC(=O)COC(=O)c1ccccn1
→ 0.0, 1, -1, 0, -6, 5, -2, 8
> N#CCc1nn2c3c(cnc2c1C#N)C(=O)CCC3
→ 0.2, -2, 1, 2, 21, -2, -3, 7
> O=C(O)c1cccc(S(=O)(=O)N2CCN(Cc3ccc4c(c3)OCO4)CC2)c1
→ 0.2, 0, 0, -9, -1, 1, -5, 14
> Cc1ccc(NC(=O)CNC(=O)c2ccc(C)s2)nc1
→ -0.1, 2, 2, -3, -4, -25, 2, 7
> Cn1c2ccccc2c(=O)c2c(=O)n(-c3ccc(F)cc3)c(-c3cccs3)nc21
→ -0.1, x, -3, 2, 20, -4, -2, x
> CCCCNC(=O)C1(C)CCN1C(=O)c1cc2ccccc2s1 (stereo not drawn)
→ -0.1, 0, -1, x, x, 4, -3, 4
> Cn1c(=O)c2cc(S(=O)(=O)NC(C(=O)NC3CCCCC3)c3ccccc3)ccc2n(C)c1=O (stereo not drawn)
→ 0.0, -4, -1, -1, -1, 10, -5, 11
> CC(C)C(=O)NC(NC(=S)NC1CCS(=O)(=O)C1)C(Cl)(Cl)Cl (stereo not drawn)
→ x, 1, -27, -3, 3, 0, 0, 9
> Nc1c(C(=O)O)sc2nc(-c3ccccc3)cc(-c3ccc(F)cc3)c12
→ -0.1, x, x, 9, -8, 1, -24, 4
> CCN(C(=O)COC(=O)/C=C/c1ccco1)C1CCCCC1
→ 0.2, -1, 1, 6, -1, -3, 2, 7
> CN1CCN(c2nc3c(c(=O)n(C)c(=O)n3C)n2Cc2ccc(Cl)cc2)CC1
→ 0.0, 0, -6, 1, x, 0, 8, 4
> COc1ccc(/C=N/NC(=O)CN2CCSCC2)c(OC)c1
→ 0.3, 4, x, x, -1, 7, x, x
> O=C(CN1C(=O)/C(=C2/SC(=S)N(CCS(=O)(=O)O)C2=O)c2ccccc21)Nc1cccc(C(F)(F)F)c1
→ 0.2, 0, 3, x, -5, -9, 18, -2
> C[C@H](CO)N1C[C@H](C)[C@H](CN(C)Cc2ccncc2)Oc2ccc(NC(=O)C3CCCCC3)cc2C1=O
→ 0.0, -3, -4, -1, x, 2, -2, -6
> O=S1(=O)N[C@@H](Cc2ccccc2)COc2cc(N3CC[C@H](O)C3)ccc21
→ 0.0, x, -5, -4, x, -9, 3, x

# Screening results deposited in PubChem BioAssay by Broad Institute.
